Assay outcomes deposited in PubChem BioAssay by Sanford-Burnham Center for Chemical Genomics.
hIAP activ – human IAP activators, primary screen, biochemical, luminescence, uHTS; Intestinal-type alkaline phosphatase (Homo sapiens), P09923; purified human IAP, CDP-Star luminescence, 30 min; hits give high values; 1 = vehicle-only enzyme, 0 = enzyme-free background; activation factor at 10 µM; hit rate 0.16% among 330,000; AID 2524, 2010;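 active means activation factor of the enzyme at least 2-fold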; further: the source names both 10 and 20 µM as test concentration; values of inactives mirror those of a sister screen read the other way
Target sequence (P09923 whole entry, looked up): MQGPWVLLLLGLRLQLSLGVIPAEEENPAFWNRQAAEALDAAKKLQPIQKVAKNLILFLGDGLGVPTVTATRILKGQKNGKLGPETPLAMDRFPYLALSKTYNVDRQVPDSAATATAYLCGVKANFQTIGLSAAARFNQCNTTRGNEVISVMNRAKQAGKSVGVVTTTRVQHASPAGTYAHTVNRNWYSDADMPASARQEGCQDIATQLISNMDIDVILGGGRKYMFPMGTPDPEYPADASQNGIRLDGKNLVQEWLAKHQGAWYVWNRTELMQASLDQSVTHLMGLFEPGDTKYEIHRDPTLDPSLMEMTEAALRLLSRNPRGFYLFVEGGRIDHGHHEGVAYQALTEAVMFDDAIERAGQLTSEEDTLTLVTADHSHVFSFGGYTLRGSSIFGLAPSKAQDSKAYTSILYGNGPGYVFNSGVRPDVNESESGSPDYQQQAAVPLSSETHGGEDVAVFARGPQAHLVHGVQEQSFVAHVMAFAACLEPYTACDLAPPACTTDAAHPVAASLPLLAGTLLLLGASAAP
MPTP inh – mitochondrial permeability transition pore inhibitors, primary screen, biochemical, isolated mouse mitochondria, absorbance. inhibition, % at 10 µM. Ca2+ swelling absorbance, 30 min. hit rate 1.4% among 360,000;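 active means inhibition of 50% or more, scaled per plate between neutral and stimulator controls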;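 further: 0% = DMSO wells given calcium and 100% = 1 mM EGTA wells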
ATG4B inhibitor – ATG4B protease inhibitors, primary screen, biochemical, fluorescence, uHTS | Cysteine protease ATG4B (Homo sapiens), Q9Y4P1 | ATG4B cleavage of LC3-PLA2, NBD-HPC fluorescence, 1 h | inhibition, % at 8.33 µM | hit rate 0.51% among 340,000 | AID 504462, 2011; in the data active means inhibition above about 40%
APOBEC3A inh – APOBEC3A ssDNA deaminase inhibitors, primary screen, selectivity assay for APOBEC3G inhibitor project, biochemical, FAM/TAMRA oligo cleavage fluorescence. AID 493011, 2011. inhibition, % at 20 µM. recombinant A3A, FAM/TAMRA ssDNA deamination fluorescence. DNA dC->dU-editing enzyme APOBEC-3A (Homo sapiens), P31941. hit rate 0.41% among 330,000;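 active means at least 40% inhibition at 20 µM here, with at most 30% in a related deaminase screen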;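 further: plate controls were A3A with DMSO for no effect and wells lacking A3A enzyme for full effect; some results filed as inactive read as strong as hits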
Target sequence (P31941 whole entry, looked up): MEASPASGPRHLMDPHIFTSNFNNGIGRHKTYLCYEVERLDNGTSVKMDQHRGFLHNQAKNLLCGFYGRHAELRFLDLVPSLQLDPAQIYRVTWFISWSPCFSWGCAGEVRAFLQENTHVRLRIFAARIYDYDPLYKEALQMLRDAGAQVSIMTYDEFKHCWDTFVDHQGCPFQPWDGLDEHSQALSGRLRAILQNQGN
mIAP block – inhibitors of mouse IAP, primary screen, biochemical, luminescence, uHTS; intestinal alkaline phosphatase [Mus musculus]; hit rate 0.2% among 330,000; inhibition, % at 10 µM; AID 2806, 2010; purified mouse IAP, CDP-Star luminescence, 30 min;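 active means inhibition of at least 40% at 10 µM in the primary screen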;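 further: plate controls were DMSO with enzyme for no effect and no enzyme wells for full effect; values of inactives mirror those of a sister screen read the other way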
MIN6 prolif – inducers of MIN6 beta-cell proliferation, primary screen, ATP luminescence, uHTS; MIN6 cells proliferation, ATPlite luminescence, 48 h; cells starved in 0.2% serum; 100% = growth in 10% serum; proliferation, % at 10 µM; hit rate 0.29% among 330,000; AID 2380, 2010;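 active means compounds whose signal lies at least 3.5 SD above the mean of all wells on their plate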;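 further: 0% = DMSO-treated cells in low-serum medium and 100% = 10% serum control; some compounds called inactive have numbers as strong as hits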
A3G deaminase – APOBEC3G DNA deaminase inhibitors, primary screen, biochemical, fluorescence, single-stranded DNA substrate, uHTS | inhibition, % at 20 µM | DNA dC->dU-editing enzyme APOBEC-3G (Homo sapiens), Q9HC16 | hit rate 0.28% among 330,000 | recombinant A3G, ssDNA deamination FAM/TAMRA fluorescence | AID 493012, 2011;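 active means inhibition of at least 40% at 20 µM, with no more than 30% in the related APOBEC3A deaminase screen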;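 further: plate controls were DMSO wells with A3G for no effect and wells lacking A3G enzyme for full effect; some compounds called inactive have numbers as strong as hits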
Target sequence (Q9HC16 whole entry, looked up): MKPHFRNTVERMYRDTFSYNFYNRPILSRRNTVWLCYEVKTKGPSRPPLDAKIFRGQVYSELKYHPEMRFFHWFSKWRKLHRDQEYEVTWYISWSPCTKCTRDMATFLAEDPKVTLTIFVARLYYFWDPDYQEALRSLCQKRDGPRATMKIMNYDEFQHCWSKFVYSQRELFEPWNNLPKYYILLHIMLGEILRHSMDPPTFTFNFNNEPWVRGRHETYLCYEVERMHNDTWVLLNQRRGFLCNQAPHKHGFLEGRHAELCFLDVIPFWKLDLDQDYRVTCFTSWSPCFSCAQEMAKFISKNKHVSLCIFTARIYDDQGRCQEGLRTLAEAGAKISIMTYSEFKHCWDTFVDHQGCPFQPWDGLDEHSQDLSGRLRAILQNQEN
mIAP activ – activators of mouse IAP, primary screen, biochemical, luminescence, uHTS. intestinal alkaline phosphatase [Mus musculus]. muIAP, CDP-Star luminescence, 30 min; hits give high values; 1 = vehicle-only enzyme signal, 0 = enzyme-free wells. activation factor at 10 µM. hit rate 0.24% among 330,000. AID 2805, 2010;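 active means activation factor of at least 2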; further: the source names both 10 and 20 µM as test concentration; values of inactives mirror those of a sister screen read the other way
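Assay system: mouse IAP enzyme; Reagent: CDP-Star chemiluminescent phosphatase substrate; Compound: DMSO-dissolved test compounds; Incubation: 30 min, room temperature; Technique: luminescence from enzymatic CDP-Star hydrolysis; Controls: DMSO-only wells and no-enzyme negative control.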
hIAP inh – human IAP inhibitors, primary screen, biochemical, luminescence, uHTS | inhibition, % at 10 µM | Intestinal-type alkaline phosphatase (Homo sapiens), P09923 | AID 2544, 2010 | purified IAP, CDP-Star luminescence, 30 min | hit rate 0.12% among 330,000;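 active means inhibition reaching a set limit with compound at 10 µM in the primary screen, cut at about 35% in these data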;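 further: plate controls were DMSO wells with enzyme for no effect and no-enzyme buffer wells for full effect; values of inactives mirror those of a sister screen read the other way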
* hit, by the source's call; / = no result given.

SMILES	hIAP activ	MPTP inh	ATG4B inhibitor	APOBEC3A inh	mIAP block	MIN6 prolif	A3G deaminase	mIAP activ	hIAP inh
COc1ccc(CC(=O)O/N=C(\N)Cc2ccc([N+](=O)[O-])cc2)cc1	0.94	0.9	-12	-5	-5	-1	-11	1.1	6
CCOc1ccc(NC2c3ccccc3C(=O)N2Cc2ccco2)cc1 (configuration not stated)	1	5.9	9	-5	12	1	-2	0.89	0
CN1C(=O)C(O)(CC(=O)/C=C/C=C/c2ccccc2)c2ccccc21 (configuration not stated)	1.2	-2.2	-3	0	-1	0	-5	1	-16
O=C(O)c1c(NC(=O)N2CCCC2)sc2c1CCCC2	1.1	-0.1	1	-2	3	-1	-7	0.97	-5
O=C1OCc2cc(NC(=O)C3COc4ccccc4O3)ccc21 (configuration not stated)	0.92	-1.7	1	1	-5	-1	-4	1	8
COC(=O)Nc1nncs1	0.92	0.8	1	-3	-2	-1	-10	1	8
CNc1c(-n2cc(C(=O)OC)c(C(=O)OC)c2C(=O)OC)c(=O)n(C)c(=O)n1C	1	1.1	3	-6	-4	-2	-1	1	-4
CC(=O)NCc1cccc(CNC(C)=O)n1	1.2	1.2	-2	1	-9	-3	2	1.1	-24
CC(OC(=O)c1ccc2c(=O)n3c(nc2c1)CCC3)C(N)=O (configuration not stated)	1.1	1.0	-6	3	-7	-2	-7	1.1	-7
CCc1cccc(Oc2nn[nH]n2)c1	0.89	-3.8	12	6	1	-1	1	0.99	11
Cc1ccc(Sc2c(C(=O)Nc3ccc(F)cc3F)c(C(F)(F)F)nn2C)cc1	0.96	4.2	4	-5	4	-5	-5	0.96	4
Cc1ccc(OCCCC(=O)NCc2ccco2)c(C)c1	1	/	/	14	2	-3	-1	0.98	-4
Cc1ccc(S(=O)(=O)N(C)CC(=O)OCC(=O)c2c(N)n(C)c(=O)n(C)c2=O)cc1	0.98	0.0	3	2	-11	-4	6	1.1	2
COC(=O)c1cc(Sc2c(Cl)cccc2Cl)ccn1	0.9	-5.5	1	-2	6	-1	3	0.94	10
NS(=O)(=O)c1cccc(NC(=O)c2cccs2)c1	0.93	1.7	-1	2	18	-2	-4	0.82	7
C=CC12C=CC=CN1C(C(=O)OC)=C(C(=O)OC)C(C(=O)OC)=C2C(=O)OC (configuration not stated)	1	-2.1	-5	8	5	1	-9	0.95	-1
CCn1c(C2CC(=O)N(Cc3ccccc3)C2)nc2ccccc21 (configuration not stated)	1	-1.7	-3	-1	2	2	-4	0.98	0
O=C(CN1CCOCC1)n1c2c(c3ccccc31)CCCC2	0.94	-0.7	1	1	2	1	-4	0.98	6
Cc1c(NC(=O)CN2C(=O)NC(C)(c3ccc(Cl)cc3)C2=O)c(=O)n(-c2ccccc2)n1C (configuration not stated)	0.97	0.4	-5	1	2	3	-7	0.98	3
COc1cccc(N(C(=O)c2ccco2)c2nc(-c3sc(NC(=O)c4ccco4)nc3C)cs2)c1	1.1	-0.8	-6	-6	18	-8	-8	0.82	-6
Cc1ccc(S(=O)(=O)N2CCOCC2)cc1C(=O)N1CCCCCC1	1.3	-0.7	-5	2	-11	-1	-4	1.1	-31
COC(=O)c1cc(NC(=O)Nc2ccccc2OC)cc(C(=O)OC)c1	0.96	16	-14	-2	-7	-2	-4	1.1	4
Cc1ccccc1-c1cc(=O)c2ccccc2o1	0.93	-0.2	6	0	1	3	-6	0.99	7
CCC(Sc1ncnc2sc(C)c(C)c12)C(=O)OC (configuration not stated)	1	0.9	33	3	10	0	-2	0.9	0
O=C(O)c1cc(-c2ccc3c(c2)OCO3)nc2ccc(Br)cc12	1	-0.9	14	5	6	-4	2	0.94	-2

Following part:
SMILES	hIAP activ	MPTP inh	ATG4B inhibitor	APOBEC3A inh	mIAP block	MIN6 prolif	A3G deaminase	mIAP activ	hIAP inh
COCc1cc(CNC(=O)C2CCC(=O)N(Cc3cccc(OC)c3)C2)[nH]n1 (configuration not stated)	1	0.1	3	-4	-6	-4	-8	1.1	-4
Fc1ccc(OCCCCCn2ccnc2)cc1	1.1	0.0	4	-1	-8	2	-8	1.1	-11
CCC(c1nnnn1C(C)(C)C)N(Cc1ccco1)Cc1cc2cccc(C)c2[nH]c1=O (configuration not stated)	0.8	5.6	-19	-2	7	0	-5	0.93	20
Cc1c(C)c2ccc(OCC(=O)N3CC[C@@]4(O)CCCC[C@H]4C3)cc2oc1=O	0.93	-1.2	-17	-1	-14	-2	-6	1.1	7
O=C(c1n[nH]c2ccccc12)N1CCN(S(=O)(=O)c2ccccc2)CC1	0.88	-0.1	-11	0	-13	-1	-7	1.1	12
Cc1[nH]nc(SCC(=O)NC2CCCCC2)c1[N+](=O)[O-]	0.89	2.8	-12	-1	2	2	-4	0.98	11
O=C(COC(=O)C(O)c1ccccc1)NC12CC3CC(CC(C3)C1)C2 (configuration not stated)	1.2	-0.3	-3	-4	-3	-2	-1	1	-15
Clc1ccc2[nH]cc(-c3nnnn3-c3ccccc3)c2c1	0.93	76*	-25	2	-16	-4	2	1.2	7
Cc1cc(C(=O)OCC(=O)NC2(C#N)CCCCC2)c(C)o1	0.99	-2.1	-5	-2	-5	-1	-6	1.1	1
O=C1CN(C(=O)c2cc([N+](=O)[O-])ccc2Cl)C(c2ccccc2)c2cc(F)ccc2N1 (configuration not stated)	0.96	-0.7	-3	-1	5	-1	-2	0.95	4
CC(C)(C)OC(=O)C[C@H]1C/C=C\C[C@H](CC(=O)NCCO)C(=O)NC[C@H](c2ccccc2)OC1=O	0.98	0.2	-6	-1	-3	-2	-5	1	2
Cc1ccc(NC(=S)/C(=C(\[O-])c2ccc(F)cc2)[n+]2ccccc2)cc1	0.87	-1.3	-6	3	18	-1	3	0.81	13
CCN(CC)C(=O)c1c2c(nc3ccccc13)-c1ccccc1CC2	0.87	-0.4	-12	-2	-8	-2	-4	1.1	13
COc1ccc(F)c(CN2CCCC(CO)(Cc3cccc(Cl)c3)C2)c1 (configuration not stated)	1	1.7	5	-4	-8	-2	-8	1.1	-1
CC[C@@]1(C(=O)OC)N[C@H](CN(C)C(=O)Nc2ccc(Cl)cc2)[C@@H]2C(=O)N(Cc3ccccc3)C(=O)[C@@H]21	0.98	0.5	5	-6	3	0	-7	0.97	2
CN(C)Cc1c(O)ccc2c(-c3ccccc3)cc(=O)oc12	0.99	-0.8	1	0	-2	0	-6	1	1
CC(Nc1ccc2c(c1)OCCO2)C(=O)N1c2ccccc2CC1C (configuration not stated)	0.92	0.0	2	0	4	-4	-5	0.96	8
Cc1nc(-n2nnc(CO)c2CO)nc2c1CCC2	1	-1.1	-7	5	5	-2	0	0.95	0
CC1CN(C(=O)c2c(Br)cnn2C)CC(C)O1 (configuration not stated)	1.1	3.0	7	4	-9	-2	-1	1.1	-5
COc1ccc(-n2ncc3c2CC(C)(C)CC3NC(=O)c2ccoc2C)cc1 (configuration not stated)	1	-1.4	7	-4	7	-1	-2	0.93	-4
O=C(COc1ccc(Cl)cc1Cl)N/N=C/CCc1ccccc1	1.1	1.7	-2	-1	10	-2	-10	0.9	-5
Cc1ccc(C2c3[nH]c4ccccc4c3C[C@H]3C(=O)N(c4ccccc4C(=O)N4CCC[C@@H]4C(=O)O)C(=O)N23)cc1 (some centres not stated)	0.91	-0.5	-20	-1	7	1	-9	0.93	9
Nc1ncnc2c1cnn2C1CCCCC1	1.1	-0.7	1	0	0	-2	0	1	-10
CCOC(=O)c1c(NC(=O)c2ccc(C)cc2)sc2c1CC(C)(C)NC2(C)C	1	/	/	-3	10	-6	-6	0.9	-3
CC(C)NC(=S)Nc1ccc(Oc2ccccc2)cc1	1	2.7	-6	-1	-35	-3	0	1.4	-2

Entries listed so far containing a tert-butyl group (2):
SMILES	hIAP activ	MPTP inh	ATG4B inhibitor	APOBEC3A inh	mIAP block	MIN6 prolif	A3G deaminase	mIAP activ	hIAP inh
CCC(c1nnnn1C(C)(C)C)N(Cc1ccco1)Cc1cc2cccc(C)c2[nH]c1=O (configuration not stated)	0.8	5.6	-19	-2	7	0	-5	0.93	20
CC(C)(C)OC(=O)C[C@H]1C/C=C\C[C@H](CC(=O)NCCO)C(=O)NC[C@H](c2ccccc2)OC1=O	0.98	0.2	-6	-1	-3	-2	-5	1	2

New compounds follow
SMILES	hIAP activ	MPTP inh	ATG4B inhibitor	APOBEC3A inh	mIAP block	MIN6 prolif	A3G deaminase	mIAP activ	hIAP inh
O=C(Nc1ccc(Cl)cn1)c1cccc2c(Br)cccc12	0.96	1.9	-1	0	14	-3	-6	0.86	4
Cc1cc(-c2ccc(/C=N/n3cnnc3)o2)ccc1Cl	1.1	3.1	-17	1	-5	2	-3	1	-9
Cc1noc(C)c1COc1cccc(C(=O)Nc2ccccc2)c1	0.97	-0.7	-9	-3	-21	1	-10	1.2	3
O=[N+]([O-])c1ccc(Oc2ccc(F)cc2)c2ccncc12	1.1	0.5	4	0	12	4	1	0.88	-7
CC1CCCC(NC(=O)COC(=O)Cc2ccsc2)C1C (configuration not stated)	0.97	3.2	-14	-1	2	-2	-3	0.98	3
COc1ccc2c(c1OC)C(=O)N1C2SC[C@H]1C(=O)NC1CC1 (some centres not stated)	0.94	-1.2	-16	-5	12	0	-3	0.88	6
C=C(C)COc1ccc2c(C)c(CCC(=O)NC3CC3)c(=O)oc2c1	1.1	-1.7	-7	-2	3	-2	-5	0.97	-8
CCc1ccc(CNC(=O)CN2C(=O)COc3ccccc32)cc1	1	-0.7	6	2	-9	-1	4	1.1	-1
O=[N+]([O-])c1ccc(N/N=C/c2cccnc2)cc1	0.68	-0.7	-4	-5	6	-2	1	0.94	32
Nc1nc(CSc2n[nH]c(-c3ccccc3)n2)nc(Nc2ccccc2)n1	1	0.0	-8	-1	-5	2	0	1	-4
O=C(CCC(=O)c1ccc(F)cc1)OCc1nnc(-c2ccc([N+](=O)[O-])cc2)o1	0.84	-0.9	-11	-2	-2	6	-9	1	16
CCCCCn1c(N)c(-c2nc3ccccc3s2)c2c([N+](=O)[O-])nn(C)c(=O)c21	0.96	104*	-3	-1	11	-6	-5	0.89	4
O=C(Cn1cc([N+](=O)[O-])cn1)NCc1cc2ccccc2[nH]1	0.93	0.7	-8	3	7	0	-4	0.93	7
CC(Nc1ccc(N2CCOCC2)cc1)C(=O)N1c2ccccc2CC1C (configuration not stated)	1	1.8	3	-2	-11	-3	0	1.1	-1
C/C(CC(=O)Nc1cccc2c1CCCC2)=N\NC=O	1.5	2.1	3	0	4	0	-3	0.96	-52
Cc1cc(OCC(=O)NCC2CCC(C(=O)O)CC2)c2c(C)c(C)c(=O)oc2c1 (configuration not stated)	0.97	-1.8	-14	-1	6	-1	13	0.94	3
CCOC1CS(=O)(=O)CC1OCC (configuration not stated)	0.93	-0.3	2	-2	4	-1	-3	0.95	7
Cc1nn(-c2ccccc2)c2nc(-c3ccncc3)cc(C(=O)NCc3ccco3)c12	1.2	-0.2	-2	19	5	-5	27	0.95	-16
